PostGolgi ctrl: yeast control strain growth, post-Golgi counter-screen; AID 738; actives 5% (n = 98,000); inhibition, % at 10 µM; efflux-deficient yeast background strain, growth absorbance A615, 16 h; in the data active = inhibition above about 30%
PTPN22 act: increases human PTPN22 phosphatase activity; activation, % at 2 µM; recombinant LYP, DiFMUP fluorescence; 0 = plate median, 100 = signal doubled; actives 0.11% (n = 96,000); Q9Y2R2;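 active = activation at 2 µM above a set limit, the mean plus 5 SD, cut at about 37% in these data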
HUVEC inhibit: inhibitors of human endothelial cell proliferation | HUVEC proliferation, CellTiter-Glo luminescence, 72 h; stronger effect = lower value | actives 1.1% (n = 86,000) | viability, % at 10 µM (by protocol);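 active = viability at or below 30%; inactive = viability above 30%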;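 also: 100% = median luminescence of DMSO-only cell control wells on each plate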
sEH act: increases human soluble epoxide hydrolase activity; P34913; purified human sEH enzymatic activity, activator screen; activation, % at 2 µM; actives 0.04% (n = 91,000); AID 717; in the data active = activation above about 37%; also: values of inactives mirror those of a sister screen read the other way
Target sequence (P34913 whole entry, looked up): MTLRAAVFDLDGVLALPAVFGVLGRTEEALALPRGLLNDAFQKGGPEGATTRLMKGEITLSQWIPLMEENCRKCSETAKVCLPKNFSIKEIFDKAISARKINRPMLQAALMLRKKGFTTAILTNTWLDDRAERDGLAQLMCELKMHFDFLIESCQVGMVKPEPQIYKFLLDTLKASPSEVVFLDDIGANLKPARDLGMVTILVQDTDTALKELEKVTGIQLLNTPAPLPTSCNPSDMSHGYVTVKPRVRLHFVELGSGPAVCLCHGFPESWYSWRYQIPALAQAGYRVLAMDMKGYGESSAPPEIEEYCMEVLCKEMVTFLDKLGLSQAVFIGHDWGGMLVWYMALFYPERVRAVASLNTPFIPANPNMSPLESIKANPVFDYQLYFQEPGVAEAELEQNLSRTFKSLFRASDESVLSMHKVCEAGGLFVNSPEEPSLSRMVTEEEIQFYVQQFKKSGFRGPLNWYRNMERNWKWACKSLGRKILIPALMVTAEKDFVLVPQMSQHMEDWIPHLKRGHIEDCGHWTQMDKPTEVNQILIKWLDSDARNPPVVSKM
H69AR inhibit: growth inhibitors of human H69AR lung tumor cells. H69AR lung tumor viability, ATP luminescence, 72 h; stronger effect = lower value. viability, % at 10 µM. actives 6% (n = 85,000). AID 598;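 active = viability at or below 40%; inactive = viability above 40%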;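 also: multidrug resistant small cell line overexpressing MRP-1 efflux transporter; 100% = mean luminescence of untreated control wells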
sEH inhibitor: blocks human soluble epoxide hydrolase activity; P34913; recombinant human sEH enzymatic activity assay; inhibition, % at 2 µM; actives 0.34% (n = 91,000); AID 707; in the data active = inhibition above about 80%; also: values of inactives mirror those of a sister screen read the other way; many of its hits are not listed in these tables
S1P2 antag: S1P2 (human) receptor antagonism; O95136; actives 0.21% (n = 97,000); inhibition, % at 5 µM; cell-based S1P2 antagonist assay, inhibition at 5 uM; in the data active = inhibition above about 45%;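 also: CRE beta-lactamase reporter cells expressing human S1P2 stimulated with S1P; 0% = agonist at EC80 alone and 100% = agonist plus reference antagonist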
Target sequence (O95136 whole entry, looked up): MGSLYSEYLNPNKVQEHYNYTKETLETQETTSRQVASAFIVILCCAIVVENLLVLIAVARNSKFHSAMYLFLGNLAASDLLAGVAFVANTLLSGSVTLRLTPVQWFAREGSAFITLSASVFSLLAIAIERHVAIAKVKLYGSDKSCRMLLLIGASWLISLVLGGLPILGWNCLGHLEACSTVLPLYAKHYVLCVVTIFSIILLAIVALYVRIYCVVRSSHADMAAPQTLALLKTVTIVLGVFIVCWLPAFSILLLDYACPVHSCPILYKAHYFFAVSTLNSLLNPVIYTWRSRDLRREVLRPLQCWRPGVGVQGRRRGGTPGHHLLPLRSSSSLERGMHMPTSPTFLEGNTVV
S1P2 agonist: agonists of human S1P2 receptor. S1P2-expressing cell line, agonist reporter read-out. activation, % at 4.5 µM. O95136. AID 729. actives 0.46% (n = 97,000); in the data active = activation above about 16%;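 also: 0% = vehicle low control and 100% = maximal reference agonist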
Lung fibro prol: blocks proliferation of human lung fibroblasts; LL 47 human lung fibroblast viability, ATP luminescence; stronger effect = lower value; viability, % at 10 µM; actives 1.1% (n = 85,000);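 active = viability at or below 50% in the single dose screen; inactive = viability above 50%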;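 also: compound exposure lasted 72 h before the ATP readout; 100% = median luminescence of untreated cell-only wells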
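Test system: LL 47 human lung fibroblasts / Quantity: 1,150 cells in each well / Medium: IMEM growth medium with 15% fetal bovine serum / Incubation: 72 h compound exposure at 37 °C after overnight plating / Detection: CellTiter-Glo luminescence measuring cellular ATP / Read-out: % viability versus median cells-only luminescence / Benchmarks: cell-only wells, no compound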
* marks the source's active call; other numbers are inactive results; · = not tested or not shown. An excerpt, so the mix of outcomes need not match the whole.

SMILES	PostGolgi ctrl	PTPN22 act	HUVEC inhibit	sEH act	H69AR inhibit	sEH inhibitor	S1P2 antag	S1P2 agonist	Lung fibro prol
CC(NC(=O)C1CC1)C(c1cccs1)N1CCN(c2ccccc2)CC1 (configuration not stated)	15	·	108	·	97	·	·	·	102
Cc1cc(/C=N/NC(N)=O)c(C)c(CO)c1	6	4	·	4	·	-6	10	-5	·
CCC1CCCCN1CCNC(=O)CCS(=O)(=O)c1ccc(Br)cc1 (configuration not stated)	·	3	105	-12	96	13	-5	1	99
COc1ccc(-c2nnc(SCC(=O)N3CCOCC3)n2C)cc1OC	·	-3	95	11	78	-11	-11	-4	102
Cn1c(C(=O)N2CCN(c3ncccn3)CC2)cc2c(=O)n(C)c3ccccc3c21	-1	15	86	·	98	·	-4	1	95
N#Cc1nc(-c2ccc(Cl)cc2)oc1NCc1ccco1	16	-9	100	-13	104	12	-9	-6	97
COc1cc(S(=O)(=O)N2CCC(c3nc4ccccc4s3)CC2)ccc1S(=O)(=O)N1CC(C)CC(C)C1 (configuration not stated)	·	3	90	6	102	-5	0	-1	102
S=c1[nH]ncn1/N=C/c1ccc(Br)cc1	-2	-5	·	-22	·	22	17	3	·
O=C(c1ccc2nc(N3CCOCC3)sc2c1)N1CCC(Cc2ccccc2)CC1	3	6	89	0	97	-1	11	-6	109
O=C(c1ccccc1-c1ccccc1)N1CCOCC1	3	-12	95	-9	95	7	3	-4	101
c1ccc(CSc2nnc(-c3ccco3)n2Cc2ccccc2)cc1	39*	0	86	-4	·	1	-2	-3	94
Cc1nc(N2CCN(C)CC2)c2c(C)c(C(=O)Nc3ccc(F)cc3)sc2n1	19	8	80	0	86	0	-27	-1	88
Cc1ccccc1CSCC(=O)N/N=C/c1cccs1	18	-6	·	-24	·	25	17	-4	·
CN(C)/C=C/C(=O)c1cccc(Cl)c1	45*	1	·	-4	·	4	21	-4	·
Cc1ccc(NC(=O)CC2NCCNC2=O)cc1 (configuration not stated)	21	-10	96	3	99	-3	-2	-2	98
CCc1ccc2c(c1)c1nc(C)sc1n2CC	2	-1	97	4	71	-5	-5	-10	92
CC(=O)Nc1sc(N)nc1-c1ccccc1	11	-11	105	5	94	-2	-24	-6	101
CCn1c(=O)c(=O)[nH]c2cc(C(=O)N3CCN(c4ccccc4F)CC3)ccc21	4	-1	104	11	79	-13	11	-3	109
Cc1cc(=O)[nH]c(SCC(=O)N2CCC(C(N)=O)CC2)n1	12	12	86	2	94	-2	-7	-5	96
OCCOc1ccc(C2=NCCO2)cc1	8	38*	88	-7	86	11	-3	-2	96
O=C(CSc1nnc(CNC(=O)c2ccccc2F)o1)NCC1CCCO1 (configuration not stated)	1	2	101	-2	102	3	-6	-4	100
O=C(C1CCN(S(=O)(=O)c2ccc3c(c2)OCCO3)CC1)N1CCc2ccccc21	33*	·	108	·	71	·	·	·	103
CC1(c2ccc3noc(-c4ccccc4)c3c2)OCCO1	6	·	98	·	84	·	·	·	90
Cc1cc(C)n(Cc2ccc(Cl)c(Cl)c2)c(=O)c1S(=O)(=O)c1ccccc1	6	-5	·	-5	·	6	11	-3	·
Cc1onc(-c2ccccc2Cl)c1C(=O)Nc1sc2c(c1C#N)CCC2	30*	-11	90	-1	79	1	-26	-6	92
CO/N=C(/CNC(=O)c1ccc(Cl)cc1Cl)c1ccc(Cl)cc1	18	4	·	-3	·	5	-9	-5	·
CCc1nc2c(c(SC)nn2-c2ccccc2)c(N)c1C(=O)OC	6	-4	·	7	·	-5	-8	-1	·
CC(C)CNC(=S)NNC(=O)c1csc2ccccc12	-4	37*	·	9	·	-8	-12	-3	·
CC(NC(=O)c1ccc(=O)oc1)c1ccccc1 (configuration not stated)	1	-1	105	·	57	·	5	-2	99
Cc1c(NC(=O)c2c(F)c(F)c(F)c(F)c2F)c(=O)n(-c2ccccc2)n1C	3	4	105	8	77	-4	6	-3	101
CN(C)c1ccc(/C=N/NC(=O)C(O)(c2ccccc2)c2ccccc2)o1	3	2	·	-1	·	0	-11	-3	·
CCOC(=O)CC1=NC(=O)CS1	-4	·	108	·	85	·	·	·	101
Cc1ccc(NC(=O)CSc2nnc(COc3ccc(C#N)cc3)n2-c2ccccc2)cc1C	-3	1	84	7	79	-8	10	-9	84
COc1cc(/C=N/Nc2nc(N3CCCC3)nc(N3CCCC3)n2)ccc1O	-1	3	82	13	79	-14	-8	0	108
Cc1ccc(C(C)C)c(OCCNC(=S)Nc2cccc3ccccc23)c1	1	6	·	-12	·	11	-2	-1	·
COc1ccc(CNC(=O)c2ccc(NC(=O)C3CCCO3)cc2)cc1 (configuration not stated)	0	·	102	·	90	·	·	·	101
Cc1cc(=O)n2nc(N3CCCC(C(=O)N4CCOCC4)C3)sc2n1 (configuration not stated)	4	·	103	·	91	·	·	·	96
COc1ccc(-c2noc(CCC(=O)NCCCN3CCC(Cc4ccccc4)CC3)n2)cc1	4	-13	46	-5	63	8	40	-6	65
Cc1ccc2c(c1)nnn2C1CCN(CC(=O)NCCc2nc3ccccc3[nH]2)CC1	-2	7	101	-12	96	14	24	-5	92
COC(=O)c1ccccc1NC(=O)c1cc(C2CC2)on1	13	2	88	0	79	2	1	-5	84
C=CCN(CC(=O)NCC1CCCO1)C(=O)CCC(=O)Nc1cc(C)on1 (configuration not stated)	4	-2	86	-6	100	5	13	-5	97
COc1ccc(CCNC(=O)CCS(=O)(=O)c2ccc(C)cc2)cc1OC	0	0	93	14	93	-12	-1	-4	94
CC1CCN(c2cc(N3CCOCC3)c([N+](=O)[O-])cc2F)CC1	9	-12	·	14	·	-14	10	-6	·
CC(N=Cc1cccc(O)c1O)c1ccccc1 (configuration not stated)	-1	·	61	·	53	·	·	·	73
COc1ccc(C(C)N2CC34C=CC(O3)C(C(=O)OCC(C)C)C4C2=O)cc1 (configuration not stated)	10	6	103	-11	82	10	-2	-2	106
CCCN(CCC)c1nc2ccccc2nc1C(C#N)C(=O)OCCOC (configuration not stated)	20	-5	103	-18	78	16	-24	-1	88
CCCCC(CCC(=O)Nc1nccs1)C(=O)O (configuration not stated)	1	6	100	4	97	-2	-23	-3	103
CCCCCCCCCOC(=O)C[n+]1csc(CCO)c1C	64*	-7	·	1	·	1	2	-9	·
CC1CC(C)CN(c2ncc3c(n2)CC(c2ccccc2Cl)CC3=O)C1 (configuration not stated)	31*	-11	76	-5	105	4	-38	-2	81
COc1ccc(Cn2nnnc2C(c2ccccc2)N2CCN(C3CCCC3)CC2)cc1 (configuration not stated)	2	·	102	·	99	·	·	·	97
CCCCc1nc(SCC(=O)Nc2ccc(S(N)(=O)=O)cc2)n[nH]1	14	-7	95	-7	107	6	-29	1	99
O=C(N/N=C/c1cccn1-c1ccc([N+](=O)[O-])cc1)C(O)c1ccccc1 (configuration not stated)	-3	-12	·	-7	·	5	-18	-4	·
CN(C)c1nc2n(c(=O)n1)CCO2	10	-9	92	4	101	-2	11	-6	101
CC(C)N1C(=O)C2C(C(=O)NCc3ccccc3)C3C=CC2(O3)C1C(=O)NC(C)(C)C (configuration not stated)	42*	17	98	-2	87	3	5	-5	103
O=C(Nc1cccc(-c2nc3ncccc3o2)c1)c1ccco1	1	-1	92	-2	77	3	-19	-2	106
CCOCCCN(C(=O)Cn1nnc2ccccc21)C(C(=O)NCc1ccco1)c1ccncc1 (configuration not stated)	3	0	105	11	93	-12	9	-7	104
COc1ccc(S(=O)(=O)NC(C)(C)C)cc1-c1nnc2c3ccccc3c(C)nn12	-1	0	98	-10	94	9	-15	13	86
COc1cccc(NS(=O)(=O)c2ccc(S(=O)(=O)N3CCOCC3)cc2)c1	15	1	112	-4	95	3	-6	-2	94
Cc1nnc2sc(-c3ccc(NC(=O)CSc4ccc(Cl)cc4)cc3)nn12	·	-14	75	-31	93	32	14	-14	98
C/C(Cl)=C/Cn1c(NCCCn2ccnc2)nc2c1c(=O)[nH]c(=O)n2C	9	7	95	2	94	-1	-11	-5	98

Profiles, quoted from the list:
CCCN(CCC)c1nc2ccccc2nc1C(C#N)C(=O)OCCOC (configuration not stated) across the screens: PostGolgi ctrl = 20; PTPN22 act = -5; HUVEC inhibit = 103; sEH act = -18; H69AR inhibit = 78; sEH inhibitor = 16; S1P2 antag = -24; S1P2 agonist = -1; Lung fibro prol = 88
C/C(Cl)=C/Cn1c(NCCCn2ccnc2)nc2c1c(=O)[nH]c(=O)n2C across the screens: PostGolgi ctrl = 9; PTPN22 act = 7; HUVEC inhibit = 95; sEH act = 2; H69AR inhibit = 94; sEH inhibitor = -1; S1P2 antag = -11; S1P2 agonist = -5; Lung fibro prol = 98

Quoted from the listing.
CC1CCN(c2cc(N3CCOCC3)c([N+](=O)[O-])cc2F)CC1 @ sEH inhibitor: -14
COc1cccc(NS(=O)(=O)c2ccc(S(=O)(=O)N3CCOCC3)cc2)c1 @ sEH act: -4

(further entries)
SMILES	PostGolgi ctrl	PTPN22 act	HUVEC inhibit	sEH act	H69AR inhibit	sEH inhibitor	S1P2 antag	S1P2 agonist	Lung fibro prol
COc1ccc(N(CC(=O)NCCSC2CCCCC2)S(C)(=O)=O)c(OC)c1	7	-1	94	-8	102	10	-7	1	95
O=C(C1CCN(S(=O)(=O)c2cccc3nsnc23)CC1)N1CCCc2ccccc21	8	9	89	1	70	-3	14	-10	100
N#CC(C(=O)Nc1cccc(Cl)c1)=C1Nc2ccccc2N1	13	8	84	2	46	2	-21	-5	68
CCOc1ccc2nc(NC(=O)C(CCSC)NS(=O)(=O)c3cccs3)sc2c1 (configuration not stated)	3	2	94	4	72	-3	2	-3	93
O=C1CCN(S(=O)(=O)c2ccc(Cl)cc2)N1	2	13	·	-3	·	4	14	-6	·
CCOc1cc(CNCCO)cc(Br)c1OCc1cccs1	-1	-2	·	8	·	-6	25	-3	·
CCN1C(=O)/C(=C\N2CCOCC2)SC1=S	3	-7	97	-9	86	8	-12	-3	95
O=C1CCCC(=NCc2ccco2)C1	-2	-7	99	·	84	·	-6	-7	98
CC1=C(C(=O)Nc2ccc(C)cc2)C(c2ccc(N(C)C)cc2)NC(=O)N1 (configuration not stated)	5	0	96	9	98	-8	-11	-3	95
O=C(c1ccccc1)n1nnc2ccccc21	10	0	90	-4	80	6	-6	-4	91
CC(C)CCn1c(CN2CCN(Cc3ccccc3)CC2)nc2c1c(=O)n(C)c(=O)n2C	7	13	100	·	57	·	-3	-11	100
CCOC(=O)c1ccc(N=C2C(=S)N(c3ccc(C(=O)OCC)cc3)C(=N)N2/N=C/c2ccccc2)cc1	·	-11	74	3	0.9*	-2	-22	-2	92
CCCCOc1ccc(NC2=NC3(CCCC3)N=C(N)N2)cc1	9	3	87	7	81	-3	16	-1	74
Cn1c(CSc2nc3ccc(Br)cc3[nH]2)nc2ccccc21	26	5	90	-9	59	9	-24	-1	95
Cc1ccc(C(=O)Nc2ccccc2C(=O)NCc2ccco2)cc1S(=O)(=O)N1CCCCC1	97*	-7	72	10	60	-12	10	-3	84
Cc1ccc(-c2nn3c(C)nnc3s2)cc1NCc1c(F)cccc1Cl	23	-1	53	16	28*	-18	-5	3	57
c1ccc(-c2nc[nH]c2-c2ccccc2)cc1	5	-5	78	1	82	-2	-21	-3	96
Cc1nc2cc(NC(=O)COc3ccc(C#N)cc3)ccc2n1-c1ccccc1	6	1	97	-2	88	1	8	-7	108
O=C(CCn1c(=O)oc2ccccc21)Nc1nccs1	4	0	100	3	88	-3	14	0	99
Cc1ccc(Nc2nnc(SCc3ccccc3)s2)cc1	·	-10	115	-15	98	14	23	-5	102
Cc1ccc(C(=O)Oc2cccc(NC(=O)c3cccs3)c2)cc1S(=O)(=O)N1CCOCC1	8	-8	·	-20	·	20	-12	-3	·

Screening data from PubChem BioAssay.
